Compound activity as filed in PubChem.
NCOA1 inh: inhibitors of human steroid receptor coactivator 1 (SRC1); Q15788; HEK293 GAL4-SRC1 luciferase reporter, luminescence; inhibition, % at 3.6 µM; actives 0.12% (n = 360,000); AID 588354;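 active = inhibition above the campaign mean plus 3 SD, with each screening campaign given its own cutoff, cut at about 60% in these data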;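 note: 0% = DMSO treated cells and 100% = gossypol at 36 µM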
TROY signal inh: blocks TROY-dependent signaling in reporter cells; actives 0.98% (n = 360,000); Q293 LMP1-TROYcd NF-kB luciferase reporter, 4 h; inhibition, % at 10 µM;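 active = compounds whose plate-normalised and pattern-corrected inhibition of the luciferase reporter signal at the single screening dose is 50% or more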
TLR9-MyD88 block: blocks human TLR9 binding to MyD88; Q9NR96+Q99836; CHO BLA complementation TLR9-MyD88, CCF4 FRET ratio; inhibition, % at 4.98 µM; actives 0.21% (n = 340,000);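 active = inhibition above the mean over all tested compounds plus 3 SD, cut at about 21% in these data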;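 note: 0% = DMSO only wells and 100% = clavulanate BLA inhibitor control wells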
NR2F2 inh: blocks human COUP-TFII nuclear receptor | P24468 | AID 686940 | inhibition, % at 8.6 µM | actives 0.7% (n = 370,000) | HEK293T NGFI-A luciferase reporter, luminescence;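 active = inhibition above a per-plate cutoff, mean inhibition of test wells between control levels plus 3 SD, cut at about 38% in these data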;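 note: cells cotransfected with COUP-TFII expression vector driving the NGFI-A reporter; 0% = median of COUP-TF2 test wells and 100% = reporter-only cells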
Target sequence (P24468 whole entry, looked up): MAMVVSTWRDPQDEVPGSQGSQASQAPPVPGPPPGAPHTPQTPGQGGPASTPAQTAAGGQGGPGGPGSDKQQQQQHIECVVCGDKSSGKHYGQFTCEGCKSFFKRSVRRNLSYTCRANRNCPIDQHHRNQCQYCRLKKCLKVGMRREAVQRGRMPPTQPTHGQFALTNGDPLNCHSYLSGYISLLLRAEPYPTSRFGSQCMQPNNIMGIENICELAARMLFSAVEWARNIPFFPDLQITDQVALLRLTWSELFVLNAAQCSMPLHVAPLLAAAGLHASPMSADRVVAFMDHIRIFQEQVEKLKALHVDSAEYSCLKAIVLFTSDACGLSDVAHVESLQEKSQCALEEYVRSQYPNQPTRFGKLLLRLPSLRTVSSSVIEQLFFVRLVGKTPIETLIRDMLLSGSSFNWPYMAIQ
NR5A2 inv ag: NR5A2 inverse agonism in reporter assay; HEK293T StAR-luciferase reporter, LRH-1 transfected, 24 h; inhibition, % at 3.6 µM; actives 0.13% (n = 360,000); AID 602396;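 active = inhibition above the mean inhibition of all tested compounds plus 3 SD, cut at about 73% in these data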;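 note: 0% = DMSO wells and 100% = reporter-only cells lacking LRH-1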
EBV LMP1 NFkB: inhibitors of Epstein-Barr LMP1-induced NF-kappaB reporter | LMP1-induced NF-kappaB luciferase reporter cells, luminescence | actives 0.69% (n = 350,000) | inhibition, % at 12.5 µM; in the data active = inhibition above about 41%;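 note: 0% = neutral control wells and 100% = reference inhibitor control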
TRAIL sens C8: caspase-8 TRAIL sensitization; NB7+C8 cells + TRAIL, ATPlite viability luminescence; inhibition (viability loss, TRAIL sensitization), % at 10 µM; actives 1% (n = 360,000); AID 624354;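 active = compounds causing at least 50% loss of cell viability in the single-dose screen, relative to plate controls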
NOD2-RIPK2 inh: inhibitors of human NOD2-RIPK2 interaction | O43353 | AID 624267 | inhibition, % at 4.98 µM | actives 0.38% (n = 360,000) | CHO BLA complementation NOD2-RIPK2, CCF4 ratio; in the data active = inhibition above about 21%;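 note: 0% = vehicle only and 100% = reference blocker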
Target sequence (O43353 whole entry, looked up): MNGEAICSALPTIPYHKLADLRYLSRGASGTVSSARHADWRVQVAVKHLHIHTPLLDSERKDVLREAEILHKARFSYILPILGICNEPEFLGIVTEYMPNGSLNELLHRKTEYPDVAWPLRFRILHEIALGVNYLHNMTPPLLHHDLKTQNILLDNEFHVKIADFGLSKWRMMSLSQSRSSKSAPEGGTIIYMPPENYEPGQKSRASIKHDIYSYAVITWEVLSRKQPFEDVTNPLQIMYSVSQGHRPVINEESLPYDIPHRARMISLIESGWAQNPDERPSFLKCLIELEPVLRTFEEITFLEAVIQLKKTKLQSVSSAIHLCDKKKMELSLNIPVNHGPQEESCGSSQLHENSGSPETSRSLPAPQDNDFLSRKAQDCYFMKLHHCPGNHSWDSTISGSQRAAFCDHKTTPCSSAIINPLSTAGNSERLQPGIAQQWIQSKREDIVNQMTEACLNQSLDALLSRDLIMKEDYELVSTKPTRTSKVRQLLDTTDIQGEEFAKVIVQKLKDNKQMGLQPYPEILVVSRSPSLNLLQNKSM
TWEAK Fn14 block: inhibitors of TWEAK-Fn14 interaction signaling; inhibition, % at 10 µM; AID 1159606; TWEAK-stimulated Fn14 reporter cells, luciferase luminescence, 8 h; actives 2% (n = 360,000); in the data active = inhibition above about 50%
SRC2 inh: inhibits human steroid receptor coactivator 2. Q15596. inhibition, % at 9 µM. actives 0.17% (n = 370,000). HEK293 GAL4-SRC2 luciferase reporter, luminescence;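 active = inhibition above the mean inhibition of all tested compounds plus 3 SD, set per campaign, cut at about 52% in these data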;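 note: 0% = DMSO treated cells and 100% = cells given Gossypol at 36 µM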
NCOA3 inh: inhibitors of human steroid receptor coactivator 3 (SRC3); Q9Y6Q9; HEK293 GAL4-SRC3 luciferase reporter, luminescence; inhibition, % at 3.6 µM; actives 0.17% (n = 360,000); AID 588352;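 active = inhibition above a per-campaign cutoff, the mean of all compounds plus 3 SD, cut at about 60% in these data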;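 note: 0% = DMSO-treated cells and 100% = gossypol-treated cells at 36 µM; higher means less SRC3-driven luciferase light from the GAL4 reporter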
* = called active by the depositor; x = not tested or not shown. Not all compounds are listed; rates above refer to the full screens.

SMILES	NCOA1 inh	TROY signal inh	TLR9-MyD88 block	NR2F2 inh	NR5A2 inv ag	EBV LMP1 NFkB	TRAIL sens C8	NOD2-RIPK2 inh	TWEAK Fn14 block	SRC2 inh	NCOA3 inh
Cc1nn(C)c(C)c1S(=O)(=O)N1CCCC(C(=O)NCC2COc3ccccc3O2)C1 (stereo not drawn)	0.9	0.5	-17.3	15.3	-23.3	-1.1	-12.7	1.3	-4.4	-13.7	12.8
CCOCCCNS(=O)(=O)c1ccc(NC(=O)c2ccc([N+](=O)[O-])cc2Cl)cc1	-4.7	-13.2	-1.7	18.6	2.6	2.5	-2.6	12.2	-10.5	10.1	-3.6
COc1ccc(C2Nc3ccccc3NC3=C2C(=O)CC(C)(C)C3)cc1O (stereo not drawn)	-2.4	9.9	-22.4	-29.9	1.7	-2.4	-15.3	-2.8	-2.4	-39.6	-15.3
O=C(O)c1ccc2[nH]c3c(c2c1)CSCC3	1.9	11.0	0.0	x	7.5	-11.6	-8.3	7.8	0.1	x	16.4
COc1ccccc1C(=O)NNC(=O)c1ccc2ccccc2c1O	0.3	-70.4	-6.9	4.3	-20.2	21.2	33.4	4.7	-22.9	-30.5	-20.6
CCOC(=O)c1c(C)[nH]c(C(=O)CN(C)CC(=O)Nc2ccccc2C(F)(F)F)c1C	-3.8	-1.6	3.8	22.7	3.8	6.6	2.6	-1.9	-13.6	11.8	8.2
Cc1c(OC(C)C(=O)NCCCN2CCOCC2)ccc2c3c(c(=O)oc12)CCCC3 (stereo not drawn)	-25.4	0.0	-11.7	8.6	0.1	3.1	-7.6	-10.8	19.0	20.5	-20.8
Cc1ccc(NC(=O)CSC(C)C(=O)NCCc2ccccn2)cc1 (stereo not drawn)	9.2	-6.2	-2.1	4.0	9.5	-2.0	-0.1	-9.0	-21.9	-18.6	17.3
CCOc1ccc(N(CC(=O)N/N=C/c2ccccn2)S(=O)(=O)c2ccc(Cl)cc2)cc1	3.9	-22.9	10.7	9.5	10.8	5.3	-10.0	2.5	3.2	4.1	11.3
O=C(CN1CCCCC1)N1c2ccccc2Oc2ccccc21	-3.9	-2.7	1.3	10.5	-24.5	0.9	-17.4	-0.3	20.1	3.8	2.7
COc1ccc(C(=O)OCc2ccc(C)cc2)cc1S(=O)(=O)N1CCOCC1	-21.7	-8.9	1.7	-10.5	-15.0	-1.0	-5.6	7.2	-22.7	-0.7	-15.4
Cc1cc(C(=O)NC2CCCc3c2cnn3-c2ccccc2F)nc(C)n1 (stereo not drawn)	-7.9	-7.1	6.5	11.4	1.8	2.9	4.8	-3.9	-15.7	3.1	0.0
NS(=O)(=O)c1cccc(NC(=O)CSc2n[nH]c(-c3ccccc3Br)n2)c1	-13.9	11.9	-26.1	11.1	4.0	4.6	-0.9	-10.8	2.4	15.0	-7.5
Cc1nc2c(-c3ccccc3)c(C)nn2c(SCC(N)=O)c1Cc1ccccc1	0.4	11.1	x	3.1	-2.8	x	14.0	-5.2	6.5	-8.6	2.3
COC(=O)c1cc(Cl)nc2ccccc12	-19.1	-10.2	7.7	-37.4	6.1	-2.4	-4.5	9.4	-4.4	4.0	-4.4
CCOP(=O)(c1ccc(N(C)C)cc1)C(O)c1c(Cl)cccc1Cl (stereo not drawn)	-3.5	13.3	2.6	6.3	-14.7	4.3	-6.1	-5.0	9.9	-15.6	-20.8
CCOc1ccc(CN2CCC(C(=O)Nc3cccc(-c4ccn[nH]4)c3)CC2)cc1Cl	-21.5	29.1	-4.1	3.3	-5.5	9.2	17.0	-4.3	1.9	-5.9	-9.8
Cc1ccc2c(c1)-c1c(cnn1CC(=O)N1CCCN(Cc3ccccc3F)C1)CO2	11.5	17.4	-2.9	11.8	4.7	-0.6	-10.7	2.8	7.6	7.0	-5.5
Cc1cc(C)cc(OCCNC(=O)c2ccc(Br)cc2)c1	9.7	0.1	6.3	6.0	4.2	0.7	7.8	2.5	9.1	10.3	4.0
CN(C)CCNC(=O)c1scc2c1CCCC2	6.5	4.5	-4.5	-13.2	4.7	0.9	-12.6	-7.0	9.1	6.8	16.5
N=c1n(Cc2ccc(Cl)cc2)c2ccccc2n1CC(O)COc1ccccc1 (stereo not drawn)	-42.5	5.8	3.7	4.9	7.1	-51.2	20.7	18.8	4.0	-5.7	-6.8
CN(Cc1ccccc1)c1ccc([N+](=O)[O-])cc1C(=O)O	-7.2	9.0	0.2	-13.4	1.6	-9.3	-4.9	3.7	10.2	-9.3	8.7
COc1ccc(OC)c(NC(=O)NC2(C(F)(F)F)Oc3ccccc3O2)c1	-8.3	-10.8	-10.7	-0.9	8.1	8.5	3.7	-8.0	-0.9	-1.3	3.9
CCN(Cc1ccc(OC)c(F)c1)C(=O)C1CCCO1 (stereo not drawn)	-3.0	-14.6	-9.0	8.0	11.1	0.4	4.4	5.0	33.4	6.6	-8.2
COc1ccccc1N1CCN(C(=O)CCn2c(=O)[nH]c3ccccc3c2=O)CC1	-6.0	10.0	-2.1	-3.1	12.7	5.9	-3.8	3.7	3.1	-6.1	7.9
(list continues)
SMILES	NCOA1 inh	TROY signal inh	TLR9-MyD88 block	NR2F2 inh	NR5A2 inv ag	EBV LMP1 NFkB	TRAIL sens C8	NOD2-RIPK2 inh	TWEAK Fn14 block	SRC2 inh	NCOA3 inh
Cc1ccc(CCNC(=O)CN(C)S(=O)(=O)c2ccc3c(c2)n(C)c(=O)c(=O)n3C)cc1	-37.9	16.1	-6.9	0.4	1.8	-3.1	-11.2	-6.3	-1.4	3.2	8.2
CN(C)c1ccc(C(=O)OCC(=O)c2cccs2)cc1	-117.4	-48.3	0.6	-40.7	-145.4	-13.3	14.0	-4.2	-2.8	-49.6	-79.2
CCn1c(-c2cc(Cl)ccc2OC)n[nH]c1=S	-2.4	-5.8	3.2	8.8	14.0	-4.8	15.8	-4.0	-5.8	-5.4	14.5
COc1ccc(CCNC(=O)C2CC(c3ccccc3[N+](=O)[O-])=NO2)cc1 (stereo not drawn)	-79.3	-56.2	0.6	-38.9	-25.1	-30.4	-3.7	-3.9	-12.1	-68.4	-41.1
CCOC(=O)C1(CCCc2ccccc2)CCN(CCCn2cccn2)CC1	2.4	19.0	-2.9	10.9	17.6	-0.7	4.9	7.0	-3.2	16.1	22.6
CC(NS(=O)(=O)c1ccccc1)C(=O)Nc1ccc(S(N)(=O)=O)cc1 (stereo not drawn)	8.3	-19.2	3.1	-3.7	-7.2	-5.7	-3.9	-8.3	-13.0	-1.2	0.2
CCC(=O)Nc1ccc(C(=O)CSc2nc3ccccc3[nH]2)cc1	0.9	-6.1	-10.9	-5.4	-26.1	2.7	-1.1	-3.0	5.0	-17.7	-21.0
N#CC1=C(N)N(c2ccc(Cl)c(Cl)c2)C(=O)C1	0.2	6.1	4.0	-0.1	4.9	2.0	0.1	-4.6	-17.4	-10.4	9.3
O=C(COc1ccc(Br)cc1)NCCCNC(=O)c1cnccn1	-9.9	-9.4	-0.9	17.9	-4.1	-1.3	-28.1	-13.7	10.0	12.9	-2.2
CCN(CC)c1ccc(NC(=O)CN2C(=O)CSc3ncccc32)c(C)c1	17.4	20.3	0.1	32.1	14.8	8.3	5.9	3.0	19.1	7.8	24.2
CN(C(=O)c1ccncc1)c1nnc(-c2ccncc2)s1	-2.9	0.8	0.5	x	-1.6	4.4	-3.6	-11.0	4.4	x	13.3
COc1cccc(/C=C2\N=C3CCCCCN3C2=O)c1	-33.7	-59.5	5.1	-18.8	-2.0	8.0	-24.4	-5.6	-24.1	-3.8	-21.7
CCN(C[C@H]1N[C@@](CC)(C(=O)OC)[C@H]2C(=O)N(C)C(=O)[C@@H]12)C(C)=O	-25.7	-11.6	-4.5	-15.2	6.1	-3.2	-13.1	4.6	1.9	-0.8	-3.6
O=c1cc(CSc2ccc(Cl)cc2)[nH]c2[nH]n(-c3ccccc3)c(=O)c12	-9.7	-5.5	-1.3	-13.4	-6.8	2.7	0.5	-1.7	26.1	14.7	18.6
O=C(NNc1ccccc1)OCc1ccccc1	1.9	-25.3	-2.2	-16.4	-1.1	-33.9	-2.7	-6.2	-28.8	-38.6	28.0
O=C(N/N=C1\CCCCc2ccccc21)c1ccccn1	-63.5	-32.0	3.5	-19.7	-134.6	-8.5	4.3	-5.4	-40.4	-66.6	-64.5
Cc1cccc(Oc2ncccc2[N+](=O)[O-])c1C	-6.9	3.8	-0.6	6.7	-3.2	5.7	-0.9	-12.1	-10.5	7.7	-5.4
COc1cc(CNc2ncnc3c2ncn3[C@H]2CN(Cc3ccc(Cl)cc3)C[C@@H](CO)O2)cc(OC)c1OC	14.0	-0.6	x	2.4	5.0	x	-8.0	-0.7	-5.7	-5.3	9.4
Cc1cc(NC(=O)c2noc3c2CCCC3)nn1Cc1ccc(Cl)cc1	-3.5	-7.6	-2.9	-4.3	37.5	-5.0	4.9	-2.6	-9.8	-20.2	13.3
CCCCNC(=O)C1CCCN(S(=O)(=O)c2ccc(-n3cnnn3)cc2)C1 (stereo not drawn)	-0.5	-11.7	0.6	19.4	-5.2	-5.3	5.7	-3.5	1.9	20.3	6.1
CCCCN(CCCC)c1nn[nH]n1	-7.2	12.9	-15.1	-6.3	-8.2	-4.8	-3.0	-10.0	10.6	4.8	-23.4
Cc1cccc(N2CCN(c3ccc(C(N)=O)cc3[N+](=O)[O-])CC2)c1C	9.8	-4.2	-7.1	-4.0	13.5	10.7	6.0	5.6	11.9	-11.3	-5.9
CCOC(=O)C1CCCN(C(=O)c2ccc(F)c(C)c2)CC1 (stereo not drawn)	10.2	4.2	x	-0.9	1.9	x	-28.0	-16.9	13.2	-4.5	4.1
CC(=O)CNc1ccc(S(=O)(=O)N/N=C/c2ccccc2)cc1	-8.3	-31.9	6.2	-10.2	-14.8	-2.6	-7.4	0.7	0.7	-17.4	21.2
O=C(COc1ccccc1)N[C@@H]1c2ccccc2CC[C@@H]1OCc1ccccc1	-10.3	6.8	-7.7	-6.3	-19.9	-6.1	7.8	-2.1	-9.8	-0.3	-7.3
CC(C)C[C@@H](CSc1ccccc1)N1CCN(C)CCC1=O	-31.2	-32.8	-4.1	-11.5	-26.8	-0.4	7.5	-4.5	-14.1	-13.5	-12.1
CCc1nccn1CCC(=O)N1CCCC(Nc2ccc(C(C)C)cc2)C1 (stereo not drawn)	-9.3	5.5	-6.1	-3.3	13.2	0.7	-11.0	-5.8	-4.0	9.9	-0.6
Clc1ccc(OCCn2cnc(Cl)c2Cl)cc1	5.6	-8.8	2.3	-5.7	-5.6	-1.2	8.1	-2.1	-16.9	-13.6	8.2
Cc1ccc(CNC(=O)C2CCC(CNc3c(N4CCC(C)CC4)c(=O)c3=O)CC2)cc1 (stereo not drawn)	4.3	-9.9	-4.5	-15.4	-5.0	2.6	35.3	3.8	-7.7	27.2	14.0
